Assay outcomes (PubChem BioAssay)
GAA glycogen – qHTS Assay for Inhibitors and Activators of Human alpha-Glucosidase Cleavage of Glycogen; Lysosomal alpha-glucosidase (Homo sapiens), P10253; recombinant GAA, glycogen substrate, Amplex Red glucose oxidase fluorescence; Potency, µM (doses to about 76.4 µM), without a hit: top-dose activity change, negative = inhibition, hits mostly inhibitors; 300,000 tested, 0.38% active;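 note: 0% = full enzyme reaction and -100% = no-enzyme basal signal; the screen sought inhibitors and activators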
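Natural-substrate format: glycogen cleavage by 4 nM human enzyme, glucose read by Amplex Red coupling (Ex 573, Em 610 nm). Normalized to enzyme and no-enzyme controls.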
GAA inh – qHTS Assay for Inhibitors of Human alpha-Glucosidase as a Potential Chaperone Treatment of Pompe Disease; Lysosomal alpha-glucosidase (Homo sapiens), P10253; purified human GAA, 4-MU-alpha-glucoside fluorescence; Potency, µM (doses to about 76.9 µM), for inactives: at the highest dose activity change, negative = inhibition, actives largely listed as inhibitors; 200,000 tested, 0.005% active;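 note: plate controls were uninhibited enzyme wells for no effect and no-enzyme background for full effect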
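Human alpha-glucosidase, 4 nM, pre-mixed with test compounds before 400 uM 4-methylumbelliferyl substrate; 20 min room temperature at pH 5.0. Fluorescence read after pH 10 stop; AC50 values from Hill-equation fits.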
GAA spleen mod – qHTS Assay for Inhibitors and Activators of Human alpha-Glucosidase From Spleen Homogenate. Lysosomal alpha-glucosidase (Homo sapiens), P10253. human spleen homogenate, 4-MU-alpha-glucoside fluorescence. Potency, µM (titrated, usually from 79.9 µM), without a hit: top-dose activity change, negative = inhibition, most hits filed as inhibitors. 240,000 tested, 0.006% active;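 note: 0% = enzyme with vehicle and -100% = no enzyme basal signal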
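Compounds were titrated against alpha-glucosidase in spleen homogenate at pH 5.0, with 1 mM 4-methylumbelliferyl substrate for 40 min at 37 C. Reactions were quenched with pH 10 NaOH/glycine and fluorescence measured.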
L3MBTL1 inh – qHTS Assay for the Inhibitors of L3MBTL1; Lethal(3)malignant brain tumor-like protein 1 (Homo sapiens), Q9Y468; AlphaScreen L3MBTL1–H3K9me1 peptide binding; Potency, µM (highest dose often 57.1 µM), for inactives: at the top dose activity, negative = inhibition, usual class: inhibitors; 230,000 tested, 0.66% active; AID 485360, 2010; note: nearly all actives have a fitted effect of over 60% in size
Target sequence (Q9Y468 whole entry, looked up): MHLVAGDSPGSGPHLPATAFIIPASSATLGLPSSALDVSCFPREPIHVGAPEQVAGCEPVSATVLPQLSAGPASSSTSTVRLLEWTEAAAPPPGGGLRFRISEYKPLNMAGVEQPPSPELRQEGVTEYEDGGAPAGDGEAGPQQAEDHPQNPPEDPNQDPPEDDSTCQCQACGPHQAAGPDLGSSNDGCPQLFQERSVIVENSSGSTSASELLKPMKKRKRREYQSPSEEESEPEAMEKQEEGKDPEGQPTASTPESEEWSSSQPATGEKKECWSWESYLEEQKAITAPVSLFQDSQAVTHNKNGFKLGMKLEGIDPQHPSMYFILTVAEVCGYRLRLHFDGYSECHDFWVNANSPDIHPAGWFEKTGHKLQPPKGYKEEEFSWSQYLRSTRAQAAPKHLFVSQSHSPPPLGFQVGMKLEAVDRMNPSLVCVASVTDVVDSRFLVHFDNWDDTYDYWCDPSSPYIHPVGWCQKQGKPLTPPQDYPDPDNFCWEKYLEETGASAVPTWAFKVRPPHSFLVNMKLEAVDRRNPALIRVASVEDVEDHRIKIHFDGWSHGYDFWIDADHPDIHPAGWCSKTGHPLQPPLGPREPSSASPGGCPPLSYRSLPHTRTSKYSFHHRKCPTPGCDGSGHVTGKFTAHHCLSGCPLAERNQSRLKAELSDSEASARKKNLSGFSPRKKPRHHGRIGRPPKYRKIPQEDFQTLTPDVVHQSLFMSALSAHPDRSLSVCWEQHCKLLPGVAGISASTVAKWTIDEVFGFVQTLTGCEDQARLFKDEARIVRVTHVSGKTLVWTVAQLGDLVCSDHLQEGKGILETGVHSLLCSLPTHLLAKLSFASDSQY
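AlphaScreen assay: L3MBTL1 (50 nM final) was preincubated 30 min at room temperature with biotinylated H3(1-15)K9me1 peptide (75 nM final), then 30 min with library compounds; streptavidin donor and nickel chelate acceptor beads (10 ug/mL final) added, 30 min dark.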
RGS12 GoLoco inh – qHTS Assay for Inhibitors of RGS12 GoLoco Motif Activity (Red Fluorophore); Gai1:RGS12 GoLoco peptide FP, rhodamine, 10 min; 230,000 tested, 0.44% active; Potency, µM (top dose mostly 61.6 µM), for inactives: at the top dose activity, negative = inhibition, hits mostly inhibitors; AID 880, 2007; Guanine nucleotide-binding protein G(i) subunit alpha-1 (Homo sapiens), P63096; active = well fitted inhibition curve with a large enough effect, not every such curve was filed as active; inactive = no such curve, though single readings can be large or run the other way; note: nearly all actives have a fitted effect of over 30% in size; many of its hits are not listed in these tables
RECQ1 inh – qHTS Assay for Inhibitors of RecQ-Like Dna Helicase 1 (RECQ1); ATP-dependent DNA helicase Q1 (Homo sapiens), P46063; RECQ1 DNA unwinding, red fluorescence kinetic read; Potency, µM (top dose mostly 57.3 µM), for the others: top-dose activity, negative = inhibition, actives largely listed as inhibitors; 240,000 tested, 0.54% active; AID 2549, 2010;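 note: plate controls were vehicle for no effect and no enzyme for full effect; nearly all actives have a fitted effect of over 30% in size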
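50 nM RECQ1T1 preincubated 15 min with compound in Tris pH 8.0 buffer with MgCl2, DTT, Tween-20 and 2.5 ug/ml poly(dI-dC); started with 200 nM TAMRA/BHQ-2 forked duplex and 2 mM ATP. Unwinding read as fluorescence (525/598 nm), two reads 2 h apart.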
TexasRed fluor – Total Fluorescence Counterscreen for Inhibitors of the Interaction of Thyroid Hormone Receptor and Steroid Receptor Coregulator 2; TRb/SRC2 Texas Red total fluorescence interference; Potency, µM (highest dose often 106 µM), for inactives: top-dose fluorescence change, negative = quenching; 280,000 tested, 0.29% active; AID 1479, 2009; active = well fitted curve in either direction with a large enough effect; inconclusive = small, poorly fitted or top-dose-only effect
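Flags fluorescent or light-absorbing compounds by total fluorescence, S + 2P, at 555 nm excitation and 632 nm emission. Mixture: 20 nM Texas Red SRC2 peptide, 0.6 uM human TRb LBD, 1 uM T3, 5% DMSO; compound exposure 5 h at ambient temperature.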
TRb-SRC2 inh – qHTS for Inhibitors of the Interaction of Thyroid Hormone Receptor and Steroid Receptor Coregulator 2. Thyroid hormone receptor beta (Homo sapiens), P10828. TRbeta-SRC2 peptide binding, fluorescence polarization; receptor liganded with 1 µM T3. Potency, µM (doses to about 106 µM), inactives show at the highest dose activity change, negative = inhibition, usual class: inhibitors. 280,000 tested, 0.065% active. AID 1469, 2008;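 note: plate controls were bound peptide for no effect and peptide without receptor for full effect; nearly all actives have a fitted effect of over 50% in size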
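TRb LBD 0.6 uM + Texas Red SRC2 peptide 20 nM, 1 uM T3, Tris buffer w/ 5% DMSO; compound pinned, 5 h RT; FP read ex 555/em 632; normalized to unbound and bound controls.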
Active calls of the source: *; i = inactive; ? = inconclusive; . = no result given; & = joins results of further samples; [ ] = another dose, or the depositor's remark. Unless noted, calls come from the whole dose curve; as a rule, active = well fitted curve in the direction sought with a large enough effect; inconclusive = small, poorly fitted or top-dose-only effect, or another doubt; inactive = no such curve, though single readings can be large; an effect the other way counts as inactive or inconclusive. Unless noted, % is set by controls: 0 for no effect and ±100 for the full control effect; potency is the fitted concentration of half-maximal effect. A portion of the library, so the mix of outcomes need not match the whole.

Order of results – GAA spleen mod	RGS12 GoLoco inh	GAA glycogen	TRb-SRC2 inh	GAA inh	RECQ1 inh	L3MBTL1 inh	TexasRed fluor
#1 CCC(NC(=O)NCCCn1ccnc1)(C(F)(F)F)C(F)(F)F
    1.0%	-0.6%	-3.1%	8.3%	-2.9%	-2.4%	-15.3%	1.3%
#2 CCC(=O)c1ccc(OCC(O)CN2CCN(c3cccc(C(F)(F)F)c3)CC2)cc1 (centres undefined)
    -3.6%	2.3%	-1.1%	-8.7%	-0.5%	-4.1%	-1.7%	0.6%
#3 Nc1c(C(=O)NC2CC2)sc2nc3c(c(-c4ccco4)c12)CC/C3=C/c1ccco1
    4.0%	53.2%[activator]	-9.6%	-2.0%	-6.9%	-11.9%	0.891µM*	2.3%
#4 CNc1c(N=Cc2cccnc2)c(=O)n(C)c(=O)n1C
    1.8%	5.7%	-5.8%	-10.4%	0.3%	1.1%	1.3%	-0.3%
#5 CC(NC(=S)N1CCOCC1)c1ccccc1 (centres undefined)
    1.6%	0.0%	9.9%	-0.3%[53 µM]	.	-4.0%	2.1%	0.1%[53 µM]
#6 CCC1=C2CC[C@H]3C(=O)N(c4ccccc4)C(=O)[C@H]3[C@H]2[C@@]2(C)C(=NCC(=O)OC)OC(=O)N2C1=O
    -5.8%&7.8%	2.6%&9.6%	3.7%	-2.5%&-8.5%	.	-9.2%	.	-1.7%&-1.4%
#7 CCOc1c2ccc(C(=O)NCc3ccc(OC(F)(F)F)cc3)cc2nn1CC
    -0.5%	-9.3%	2.5%	-4.1%	6.8%	-2.6%	-7.3%	-0.8%
#8 C/C(=N\Nc1ccc(S(=O)(=O)N2CCOCC2)cc1[N+](=O)[O-])C(C)C
    2.3%	-10.9%	?	4.9%	-0.3%	-9.6%	-6.5%	-0.1%
#9 Cc1ccc(NC(=O)CCc2ccc(S(=O)(=O)N3CCOCC3)cc2)c(C)c1
    7.6%	4.8%	1.5%	-12.7%	-7.5%	-6.4%	.	-0.4%
#10 O=C(CSc1ncnc2c1cnn2CCc1ccccc1)Nc1ccc(F)cc1
    2.2%	-3.5%	6.0%	3.9%	1.4%	-1.4%	1.2%	1.6%
#11 COC(=O)c1ccc(C(=S)N2CCOCC2)cc1
    -2.6%	-4.3%	1.2%	3.4%	-7.5%	-0.8%	8.4%	-0.9%
#12 COc1ccccc1CNC(=O)c1nn(-c2ccc(C)cc2)c(=O)c2c1c1ccccc1n2C
    -7.8%	6.0%	-11.0%[76.3 µM]	3.4%&7.7%	-3.2%	-6.7%	.	-1.0%&0.8%
#13 Cc1cc(Oc2ccc3ccccc3c2)nc(SCC(=O)c2ccccc2)n1
    -0.7%	-2.4%	-2.6%	3.3%	-1.9%	-8.0%	11.5%	0.4%
#14 CN(C)CCNC(=O)c1ccccc1-c1ccccc1
    -0.9%	1.6%	-6.5%	0.0%	-8.5%	-10.0%	.	0.1%
#15 OC1(c2ccc(Br)cc2)CCNCC1
    -7.7%	1.4%	11.3%	-3.6%	5.5%	9.9%	5.2%	0.9%
#16 CC1Cc2nc(SCC(=O)Nc3nccs3)n(C)c(=O)c2S1 (centres undefined)
    -4.3%	12.6%	8.2%	0.6%	4.5%	-0.3%	-25.0%	-0.8%
#17 CC(=O)NS(=O)(=O)c1ccc(NC(=O)c2oc3c(Cl)cccc3c2C)cc1
    -13.9%	14.6%	-0.5%	2.4%	.	-10.9%	3.4%	-1.2%
#18 CCC(=O)NNC(=S)NC(=O)c1ccc(C)cc1
    -3.4%	6.6%	?	2.8%[53 µM]	1.5%	i	22.1%	-1.9%[53 µM]
#19 O=C(N[C@H]1CCCc2ccccc21)O[C@@H]1C(=O)c2cc(Br)ccc2O[C@H]1c1ccc2c(c1)OCO2
    6.9%	4.5%	.	0.8%	.	-4.9%	.	-1.1%
#20 Cc1cccc(/N=C/c2c(O)cc(C)oc2=O)n1
    -5.8%	173.4%[activator]	-2.8%	2.8%	-9.7%	28.2µM*	?	7.4%
#21 CCOc1ncccc1C(=O)OCc1cccc([N+](=O)[O-])c1
    -2.8%	1.3%	-8.1%	6.7%	2.1%	-15.7%	-12.1%	0.3%
#22 O=C(CN1CCN(c2ccc(Cl)cc2)CC1)c1ccc2c(c1)OCO2
    -11.9%	5.8%	7.1%	-2.1%	-9.6%	i	5.2%	-3.4%
#23 COC(=O)C1(C)NC(c2cccs2)C2C(=O)N(c3ccccc3F)C(=O)C21 (centres undefined)
    -6.2%	12.4%	-1.8%	-2.2%	-1.6%	-2.2%	2.5%	-3.3%
#24 CCC1CCCCN1Cc1ccc(OC)c(C)c1 (centres undefined)
    4.7%	5.8%	-5.2%	-22.6%	-1.8%	-13.1%	.	2.4%
#25 Cc1ccc(-n2cnc3c(sc4nc(N5CCOCC5)c5c(c43)CCCC5)c2=O)cc1
    -2.3%	-7.8%	-1.3%	0.5%	.	-3.0%	3.6%	0.1%
#26 COc1cccc(CN(C)CC(=O)NNC(=O)c2ccc(Cl)cc2)c1
    3.1%	5.6%	0.7%	-8.6%	-5.7%	1.7%	8.1%	0.8%
#27 COc1c2c(nc3occc13)C(CC=C(C)C)(OC)C(OC(C)=O)CC2 (centres undefined)
    -2.3%	-0.2%	-0.6%	10.9%	-4.4%	1.6%	5.1%	-0.3%
#28 CCNS(=O)(=O)c1ccc(CCC(N)=O)cc1
    0.1%	0.2%	22.4%	7.2%	11.9%	i	5.5%	0.1%
#29 COc1cc(/C=C/C(=O)OCC(=O)Nc2ccc3c(c2)OCCO3)ccc1O
    -4.7%	1.0%	?	-3.5%	0.8%	-7.9%	-22.5%	8.6%
#30 CN(C)S(=O)(=O)NCCNc1ccc(C(F)(F)F)cc1[N+](=O)[O-]
    3.6%	4.6%	-5.4%	3.0%	-35.4%	i	-7.2%	3.5%

(more compounds)
Order of results – GAA spleen mod	RGS12 GoLoco inh	GAA glycogen	TRb-SRC2 inh	GAA inh	RECQ1 inh	L3MBTL1 inh	TexasRed fluor
#31 CC1CCCCN1CCCNC(=O)C1CCN(c2nc3ccccc3o2)CC1 (centres undefined)
    -14.6%	10.7%	4.0%	4.4%	-6.3%	-0.1%	?	-1.6%
#32 COc1ccc2[nH]c(C(=O)N(C)c3ccc(F)cc3F)cc2c1
    3.0%	4.5%	1.6%	2.5%	-13.9%	-6.0%	-2.3%	-4.8%
#33 CC(=O)OC1C[C@]2(C)[C@@H](CC(O)C3[C@]4(C)CCC(O)C(C)[C@@H]4CC[C@]32C)/C1=C(/CCC=C(C)C)C(=O)O (some centres undefined)
    -11.2%	1.4%	.	1.7%	.	-8.2%	.	-1.6%
#34 O=C(CSc1nc2ccccc2c(=O)n1Cc1ccco1)NCc1ccco1
    -8.4%	0.2%	0.0%	-4.6%	-6.2%	-1.1%	?	-7.3%
#35 O=C(Nc1ccc(F)c(Cl)c1)N1CCCC1
    7.7%	-0.2%	9.2%	11.4%	.	i	2.4%	2.3%
#36 O=C(Nc1ccccc1Cl)c1cccc(NS(=O)(=O)c2ccccc2)c1
    -8.0%	-1.4%	-7.0%	-2.5%	-4.0%	i	.	1.0%
#37 CCOC(=O)c1[nH]ncc1CN1CCCC(C(=O)c2cccc3ccccc23)C1 (centres undefined)
    2.9%	2.1%	-6.3%	6.5%[53 µM]	8.8%	i	1.6%	-2.5%[53 µM]
#38 COc1ccc2[nH]c(=O)c(CN(CC3CCCO3)C(=O)Nc3ccccc3)cc2c1 (centres undefined)
    -7.5%	-0.7%	8.8%	-0.5%	3.3%	-3.3%	-1.8%	-2.3%
#39 COc1ncnc2c1sc1nc(-c3ccccc3)c3c(c12)CCCC3
    -6.0%	-8.6%	0.2%	-18.7%	1.7%	-8.7%	4.2%	-1.6%
#40 CC1(C(=O)OCC(=O)Nc2ccc(C(N)=O)cc2)CC1(Cl)Cl (centres undefined)
    -6.4%	42.5%[activator]	6.0%	-1.4%	-2.6%	i	.	-2.8%
#41 COc1cccc(C(c2sc3ncnn3c2O)N2CC(C)OC(C)C2)c1 (centres undefined)
    4.8%	2.6%	0.8%	5.4%	-5.2%	-1.2%	17.2%	-0.9%
#42 CCn1c(=O)c2c3c(sc2n(C)c1=O)CCC3
    -10.8%	7.7%	-3.2%	-17.4%	-1.7%	-11.3%	0.6%	0.0%
#43 Cc1ccc(O)c(CCc2ccccc2)n1
    -5.6%	17.7%	-0.2%	0.5%	-20.0%[15.4 µM]	-8.4%	16.9%	-2.3%
#44 COc1ccc(N2C(=O)CC(N3CCN(c4ccccc4F)CC3)C2=O)cc1 (centres undefined)
    0.8%	2.3%	-3.3%	-1.7%	-5.0%	-11.1%	1.6%	4.4%
#45 COc1ccc(CCN2CN(S(=O)(=O)c3ccc(OC)cc3)c3nc4ccccc4nc32)cc1
    1.8%	23.0%	-0.9%	4.5%[53 µM]	?	-19.0%	-5.9%	-0.6%[53 µM]
#46 COC(=O)C1=C(C)N(Cc2ccc(C)cc2)C(=O)C1
    -9.2%	6.2%	-1.6%	-3.0%	11.9%	i	-2.7%	1.9%

Among those listed so far, 2 have bromine.
Order of results – GAA spleen mod	RGS12 GoLoco inh	GAA glycogen	TRb-SRC2 inh	GAA inh	RECQ1 inh	L3MBTL1 inh	TexasRed fluor
#15 OC1(c2ccc(Br)cc2)CCNCC1
    -7.7%	1.4%	11.3%	-3.6%	5.5%	9.9%	5.2%	0.9%
#19 O=C(N[C@H]1CCCc2ccccc21)O[C@@H]1C(=O)c2cc(Br)ccc2O[C@H]1c1ccc2c(c1)OCO2
    6.9%	4.5%	.	0.8%	.	-4.9%	.	-1.1%
